# CHT allo act = allosterically activates the human high affinity choline transporter; AID 488977; Q9GZV3; CHT-expressing cells, membrane potential dye, choline EC20; stronger effect = higher value; LV-AA mutant CHT in HEK293 cells; hit rate 0.49% among 310,000; B-score at 10 µM;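 active = initial fluorescence not abnormally high and integrated response B-score, plate-corrected, over 3 SD above library mean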
# Target sequence (Q9GZV3 whole entry, looked up): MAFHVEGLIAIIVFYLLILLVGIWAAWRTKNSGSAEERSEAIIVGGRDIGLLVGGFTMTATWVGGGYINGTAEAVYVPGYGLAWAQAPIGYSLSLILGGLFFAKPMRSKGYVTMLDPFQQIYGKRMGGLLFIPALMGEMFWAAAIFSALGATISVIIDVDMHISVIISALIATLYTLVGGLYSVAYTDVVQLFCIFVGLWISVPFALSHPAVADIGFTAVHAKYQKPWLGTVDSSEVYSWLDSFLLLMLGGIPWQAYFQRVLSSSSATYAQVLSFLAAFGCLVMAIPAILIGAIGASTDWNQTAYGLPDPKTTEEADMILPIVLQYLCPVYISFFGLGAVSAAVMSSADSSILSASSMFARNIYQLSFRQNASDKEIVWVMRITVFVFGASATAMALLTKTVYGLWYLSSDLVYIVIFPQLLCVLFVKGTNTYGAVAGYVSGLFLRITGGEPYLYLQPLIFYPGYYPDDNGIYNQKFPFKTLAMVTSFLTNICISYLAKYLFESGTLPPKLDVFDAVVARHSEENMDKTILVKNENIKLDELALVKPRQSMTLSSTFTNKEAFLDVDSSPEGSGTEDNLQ
# OX1R antag = antagonists of human orexin 1 receptor; CHO/OX1R cells, Fluo-8 calcium fluorescence, orexin A; AID 434989; inhibition, % at 5 µM; hit rate 0.43% among 330,000; O43613;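 active = inhibition above its plate's threshold, mean inhibition of all tested compounds on the plate plus 3 SD, cut at about 37% in these data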;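 note: 0% = orexin A challenge wells and 100% = SB-334867-A antagonist wells; not every result past the cut was called active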
# Target sequence (O43613 whole entry, looked up): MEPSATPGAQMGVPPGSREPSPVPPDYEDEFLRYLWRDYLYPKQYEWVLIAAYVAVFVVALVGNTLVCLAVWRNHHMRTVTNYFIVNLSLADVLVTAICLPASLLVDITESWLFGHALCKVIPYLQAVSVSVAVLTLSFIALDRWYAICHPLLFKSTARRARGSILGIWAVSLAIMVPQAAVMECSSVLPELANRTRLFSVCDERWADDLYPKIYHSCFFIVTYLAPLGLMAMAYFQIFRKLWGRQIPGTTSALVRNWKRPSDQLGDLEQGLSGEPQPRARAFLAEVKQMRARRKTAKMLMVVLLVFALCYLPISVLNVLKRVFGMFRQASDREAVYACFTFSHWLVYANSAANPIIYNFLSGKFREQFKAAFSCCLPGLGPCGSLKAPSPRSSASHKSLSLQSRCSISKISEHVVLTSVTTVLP
# * marks the source's active call; other numbers are inactive results; i = inactive; nt = no result given.
# Values run as follows: CHT allo act | OX1R antag
- O=C(COC(=O)C1CCN(S(=O)(=O)c2cccs2)CC1)NCc1ccccc1
    i | -21
- O=C(Nc1ccc(Nc2ccccc2)cc1)c1ccc(F)cc1
    i | -8
- O=C(Nc1c(C(=O)Nc2cccc(F)c2)oc2ccccc12)c1ccc2c(c1)OCO2
    i | -14
- Cc1cc(C)c2c(CN3CCN(Cc4ccccc4)CC3)cc(=O)oc2c1C
    i | -18
- Cn1cnnc1SCC(=O)c1cc2ccccc2o1
    i | -11
- COc1cc(N/N=C/c2ccccc2O)ncn1
    i | -13
- N#Cc1ccccc1Sc1ccccc1C(=O)OCC(=O)NC12CC3CC(CC(C3)C1)C2
    i | -27
- CC(=O)c1cnc2nc(SCc3ccc(C)cc3)nn2c1C
    i | -9
- CCOC(=O)/C(C#N)=C\c1ccc(OC)c(OC)c1
    i | -17
- CCOCC(=O)Nc1ccc2c(c1)N(S(=O)(=O)c1cccs1)CCC2
    i | -16
- Cc1ccc(-c2nnc(SCC(N)=O)n2C)cc1
    i | -14
- COc1cccc(CNC(=O)COC(=O)/C(C#N)=C/c2ccc(N(C)C)cc2)c1
    nt | 18
- C=C(C)c1cccc(C(C)(C)NC(=O)NNC(=O)c2ccccc2O)c1
    i | -23
- CCNC(=O)COC(=O)c1cc(C)n(-c2ccccc2)c1C
    i | -19
- COc1cc(OC)cc(C(=O)N2CCN(c3ccccn3)CC2)c1
    i | 2
- CCCCn1c(NCc2ccc3c(c2)OCO3)nc2ccccc21
    i | -29
- Cc1n[nH]c(C)c1S(=O)(=O)N1CCCC(C(=O)NC2CCCc3ccccc32)C1 (stereo not given)
    i | -21
- COc1cc(CN2CCNC(=O)C2CC(=O)N2CCCN(C(C)=O)CC2)cc(OC)c1 (stereo not given)
    i | -5
- CC(C)Nc1nc(Oc2ccc(Cl)cc2)cc(C(F)(F)F)n1
    i | -21
- O=S1(=O)CCN(Cc2cccc(C(F)(F)F)c2)CC1
    i | -17
- COc1ccc(OC)c(C(C)NC(=O)c2ccco2)c1 (stereo not given)
    i | -6
- CN(C)CCOC(=O)COc1ccc(Cl)cc1
    i | 14
- COc1ccc(CCNC(=O)CCCCCN2C(=O)c3ccccc3C2=O)cc1OC
    i | -28
- CN(C(=O)COC(=O)c1c2c(nc3ccccc13)/C(=C/c1cccc([N+](=O)[O-])c1)CCC2)C1CCS(=O)(=O)C1 (stereo not given)
    i | 8
- O=C(NCCCCc1ccccc1)c1ccc(Br)o1
    i | -16
- O=C(COC(=O)CCC(=O)c1cccs1)NCc1cccs1
    i | -6
- CCc1nc(N2CCN(C(=O)CCl)CC2)c2c3c(sc2n1)CC(C)CC3 (stereo not given)
    i | -30
- CC(=O)c1cc(-c2ccccc2)n(CCC(=O)NC2CCCCC2)c1C
    i | -8
- CCCn1nc(C(=O)OCC(=O)Nc2ncc(Cl)c(C)c2Cl)c2ccccc2c1=O
    i | -6
- O=C(CN1C(=O)C(=O)N(C2CCCC2)C1=O)Nc1ccc(Cl)cc1C(F)(F)F
    nt | -4
- CCOC(=O)C1=C(CSc2nc3ccccc3s2)NC(=O)NC1c1ccc(OC)cc1 (stereo not given)
    i | -15
- Cc1ccccc1SCC(=O)Nc1cccc(C#N)c1
    i | -17
- CC1(C)OC(C(=O)NC2CCCCC2)C(C(=O)NC2CCCCC2)O1 (stereo not given)
    i | -6
- CCOC(=O)C1=C(C)N(CCCC(=O)O)C(=O)NC1c1ccccc1Cl (stereo not given)
    i | -12
- O=C1c2ccccc2C(=O)N1CCc1nc(-c2cccnc2)no1
    i | -14
- COc1ccc(C(=O)Nc2ccccc2C(=O)NC(Cc2ccc(O)cc2)C(=O)NNC(=O)c2ccc(C)cc2)cc1 (stereo not given)
    i | -3
- CC(=O)Nc1ccc(OCC(O)CN2CCN(Cc3ccccc3)CC2)cc1 (stereo not given)
    i | -19
- Cc1ccccc1NC(=O)C1CCCN1S(=O)(=O)c1ccc2c(c1)n(C)c(=O)c(=O)n2C (stereo not given)
    i | -17
- CCCCn1c(N)c(N(CCC(C)C)C(=O)COC(=O)c2sccc2C)c(=O)[nH]c1=O
    nt | -9
- Cc1ccc(NC(=O)NN(C)c2c(Cl)c(Cl)nn2C)cc1
    i | -15

# Six compounds drawn at random from those above:
# Values run as follows: CHT allo act | OX1R antag
- CC(=O)Nc1ccc(OCC(O)CN2CCN(Cc3ccccc3)CC2)cc1 (stereo not given)
    i | -19
- COc1ccc(C(=O)Nc2ccccc2C(=O)NC(Cc2ccc(O)cc2)C(=O)NNC(=O)c2ccc(C)cc2)cc1 (stereo not given)
    i | -3
- COc1ccc(OC)c(C(C)NC(=O)c2ccco2)c1 (stereo not given)
    i | -6
- O=C(CN1C(=O)C(=O)N(C2CCCC2)C1=O)Nc1ccc(Cl)cc1C(F)(F)F
    nt | -4
- COc1ccc(CCNC(=O)CCCCCN2C(=O)c3ccccc3C2=O)cc1OC
    i | -28
- Cc1ccccc1SCC(=O)Nc1cccc(C#N)c1
    i | -17

# Record cards (already shown). Order of values: CHT allo act, OX1R antag
# `Cc1ccc(NC(=O)NN(C)c2c(Cl)c(Cl)nn2C)cc1` is listed with i, -15
# `CCOC(=O)C1=C(C)N(CCCC(=O)O)C(=O)NC1c1ccccc1Cl` (stereo not given) is listed with i, -12

# Next part:
# Values run as follows: CHT allo act | OX1R antag
- COC(=O)[C@H](Cc1ccccc1)NC(=O)N1CCCCC1C (stereo not given in full)
    i | -8
- COc1ccc(NC(=O)CSc2n[nH]c(C(C)C)n2)c([N+](=O)[O-])c1
    i | -11
- Cc1occc1-c1nnc(SCC(=O)c2ccc(Cl)cc2)n1C
    i | -16
- CS(=O)(=O)N(CC(=O)Nc1ccccc1Br)Cc1ccccc1
    i | -5
- COc1ccc(N(C(=O)c2ccco2)C(C(=O)NC2CCCC2)c2ccccc2)cc1 (stereo not given)
    i | -28
- O=c1[nH][nH]c(C(F)(F)F)c1/C=N/N1CCOCC1
    i | -3
- O=C(COC(=O)Cc1ccc(Cl)c(Cl)c1)Nc1ccc2[nH]c(=O)[nH]c2c1
    i | -18
- CCOc1ccccc1-c1nc(C(N)=O)c2[nH]c(=O)n(-c3ccc(F)cc3)c2n1
    i | -25
- O=C(CNC(=O)c1cccs1)NCC(=O)OCc1ccc(Cl)cc1
    i | -11
- Cc1ccc(NC(=O)c2cc3c(CO)cnc(C)c3oc2=Nc2cccc(C(N)=O)c2)cc1
    i | -11
- Cc1ccc(C2=NC3(CCCCCC3)NC2=S)cc1
    i | -23
- CCCONC(=O)Nc1ccccc1[N+](=O)[O-]
    i | -17
- CCC1=[N+](CC(=O)c2ccc(C)cc2)CCn2c(C)ccc21
    i | -19
- COCCCNc1nc2c(c(=O)n(Cc3ccc(OC)cc3)c(=O)n2C)n1C
    i | -11
- COc1ccccc1N(CC(=O)NCC1CCCO1)C(=O)Cn1nnc(-c2cccs2)n1 (stereo not given)
    i | -30
- CC(C)(C)c1ccc(OC(=O)CN2C(=O)C3C4CCC(C4)C3C2=O)cc1 (stereo not given)
    i | -17
- C[C@H](CO)N1C[C@H](C)[C@@H](CN(C)Cc2ccc(C(=O)O)cc2)Oc2c(NC(=O)c3ccncc3)cccc2C1=O
    nt | -2
- CCCn1c(SCC(=O)Nc2c(CC)cccc2CC)nnc1C(C)C
    i | -2
- Cc1nc(N2CCOCC2)c2c(C)c(C(=O)Nc3ccccc3Cl)sc2n1
    i | -14
- COc1ccc(-c2cc3c(=O)n(CC(=O)N4CCN(C)CC4)ncn3n2)cc1
    i | -10
- O=C(CC1C(=O)NCCN1Cc1cccc(F)c1)NCCCOc1cccnc1 (stereo not given)
    i | -10
- CC(=O)c1ccc(OCCCC(=O)OCC(=O)Nc2ccc3[nH]c(=O)[nH]c3c2)cc1
    i | -14
- CCN(CC(=O)Nc1c(F)cccc1F)C(=O)c1cc(S(=O)(=O)N(CC)CC)ccc1N1CCCCC1
    i | -34
- CCc1ccc(NC(=O)C(C)OC(=O)c2ccc(N3CCCC3)c([N+](=O)[O-])c2)cc1 (stereo not given)
    i | -14
- Cc1csc(SCC(=O)N(C)c2c(N)n(Cc3ccccc3)c(=O)[nH]c2=O)n1
    i | -11
- COc1cccc(C(=O)NNC(=O)c2ccc(NS(=O)(=O)c3cccs3)cc2)c1OC
    i | -14
- Cc1ccc(C)c(S(=O)(=O)N2CCN(C(=O)CCNS(=O)(=O)c3ccccc3)CC2)c1
    i | -11
- CCOC(=O)N1CCN(C(=O)CN(c2ccc(C)cc2)S(=O)(=O)c2c(C)noc2C)CC1
    i | -28
- Cc1cc2cc(CCNC(=O)c3ccc(Br)o3)c(=O)[nH]c2cc1C
    i | -20
- O=C(O)/C=C\C(=O)Nc1ccc(OC(F)F)cc1
    i | -10
- O=C1CC/C=C\C[C@@H](CC(=O)N(CCO)Cc2ccccc2)C(=O)N[C@H](Cc2ccccc2)CO1
    nt | -22
- O=C(COc1ccccc1[N+](=O)[O-])N/N=C/c1ccc(O)c([N+](=O)[O-])c1
    i | 17
- OC1COC(O)C(O)C1O (stereo not given)
    i | -6
- COc1ccc(CSc2nc3nc(C)cc(C)n3n2)cc1F
    i | -10
- O=C(CSc1ccc(F)cc1)Nc1nnc(-c2ccco2)o1
    i | -6
- O=C(CCNS(=O)(=O)c1ccc(OC(F)(F)F)cc1)NC1CC1
    nt | -9
- COC(=O)c1cc(-c2c(C)oc3cc(O)ccc3c2=O)c(C)o1
    i | -2
- Cc1cc(Cl)cc(C)c1OCCn1ccnc1
    i | -7
- CC1CCC(NC(=O)COc2ccccc2C(N)=O)CC1 (stereo not given)
    i | -10
- O=C(O)COc1ccccc1/C=N/NC(=O)CSc1nc2ccccc2n1Cc1ccccc1
    i | -10
- O=C(CNC(=S)N(CCCN1CCOCC1)Cc1cccs1)N1CCCCCC1
    i | -29
- Cc1cccc(-c2cccc(NC(=O)C3CCCN(C(=O)c4ocnc4C)C3)c2)c1 (stereo not given)
    i | -25
- CCOC(=O)c1cnn(-c2cccc(Cl)c2)c1N
    i | -5
- COc1ccc(OC)c(NC(=O)CCN2C(=O)c3cccc([N+](=O)[O-])c3C2=O)c1
    i | -2
- Cc1ccc(C(=O)c2ccccc2C(=O)OCC(=O)NCC2CCCO2)cc1 (stereo not given)
    i | -36
- CC(=O)NCCC1CCCCN1C(=O)c1cc(COc2cc(C)ccc2C)on1 (stereo not given)
    i | 4
- CCOC(=O)C1C(C(=O)OCC)C1(c1ccccc1)c1ccccc1 (stereo not given)
    i | -35
- COc1cccc(C(=O)OCC(=O)Nc2ccc3c(c2)OCCO3)c1
    nt | -25
- C[C@@H](C(=O)Nc1nc(-c2ccccn2)cs1)N1C(=O)C2CCCCC2C1=O (stereo not given in full)
    i | -26
- CN1/C(=C\C(=O)COC(=O)CNC(=O)c2ccccc2F)C(C)(C)c2ccccc21
    i | -18
- CC(=O)Nc1ccc(S[C@@H](CCN2CC[C@H](C(C)(C)C)CCC2=O)c2ccccc2)cc1
    nt | -15
- COCCN(C(=O)CCC(=O)Nc1nccs1)C(C(=O)NC(C)(C)C)c1ccc(C)cc1 (stereo not given)
    i | 3
- COc1ccc(C(=O)c2coc3ccc(O)c(CN4CCOCC4)c23)cc1
    i | -42
- Cc1ccc(C(=O)N2CCOCC2)cc1S(=O)(=O)Nc1cccc(C)c1C
    i | -6
- O=C(Nc1ccc(Cl)c(C(F)(F)F)c1)N1CCCC(O)C1 (stereo not given)
    i | -12
- O=C(NC1CCCCC1)c1c(O)nc2sccn2c1=O
    i | -25
- CC(C)(C)c1ccc(OCC(=O)NNC(=O)c2cccnc2)cc1
    i | -5
- CC1(C)Cc2c(sc(NC(=O)COc3ccc(Cl)cc3Cl)c2C(N)=O)C(C)(C)N1
    i | -8
- O=C(Nc1ccon1)c1cnc2sccn2c1=O
    i | -19
- COc1cccc(-c2csc(N3CCN(C(=S)Nc4ccccc4OC)CC3)n2)c1
    i | -8

# Looked up above.
# OX1R antag with `O=C(Nc1ccc(Cl)c(C(F)(F)F)c1)N1CCCC(O)C1` (stereo not given) reads -12
# OX1R antag with `COc1cccc(-c2csc(N3CCN(C(=S)Nc4ccccc4OC)CC3)n2)c1` reads -8
# OX1R antag with `CN1/C(=C\C(=O)COC(=O)CNC(=O)c2ccccc2F)C(C)(C)c2ccccc21` reads -18
# OX1R antag with `COCCN(C(=O)CCC(=O)Nc1nccs1)C(C(=O)NC(C)(C)C)c1ccc(C)cc1` (stereo not given) reads 3
# OX1R antag with `Cc1cccc(-c2cccc(NC(=O)C3CCCN(C(=O)c4ocnc4C)C3)c2)c1` (stereo not given) reads -25
# OX1R antag with `CCOC(=O)C1C(C(=O)OCC)C1(c1ccccc1)c1ccccc1` (stereo not given) reads -35
# OX1R antag with `O=C(NC1CCCCC1)c1c(O)nc2sccn2c1=O` reads -25

# The list continues:
# Values run as follows: CHT allo act | OX1R antag
- CC(Oc1cccc(Br)c1)C(=O)NNC(=O)CCS(=O)(=O)c1ccccc1 (stereo not given)
    nt | -12
- CCc1ccc(NC(=O)C2CCN(S(=O)(=O)c3c(C)[nH]c(=O)[nH]c3=O)CC2)cc1
    i | -23
- O=C(COC(=O)C1CC(=O)N(CCc2ccccc2)C1)c1ccc[nH]1 (stereo not given)
    nt | -15
- O=C(NCC1CCCO1)C(c1cccs1)N(Cc1ccccc1)C(=O)c1ccc(-c2ccccc2)[nH]1 (stereo not given)
    i | -13
- CCC(=O)Nc1ccc2c(c1)nc(CCN1CCC(C)CC1)n2C
    i | 15
- COc1ccc(NC(=O)C2CCCCC2)cc1S(=O)(=O)N1CCOCC1
    nt | -12
- Cc1c(C)c2c(c(C)c1O)CCC(C)(C(=O)O)O2 (stereo not given)
    i | 9
- COc1ccccc1NC(=O)C(C)OC(=O)CCNS(=O)(=O)c1ccc(C)c(C)c1 (stereo not given)
    i | -31
- COc1cc(/C=N/NC(=S)NCC2CCCO2)cc(OC)c1OC (stereo not given)
    i | -22
- CCOC(=O)c1sc2nc(C)nc(SCC(=O)N(CC)C3CCS(=O)(=O)C3)c2c1C (stereo not given)
    i | -4
- CC(=O)Cc1nsc(Nc2ccc3c(c2)OCCO3)n1
    i | -21
- C/C(=N\Nc1nc2ccccc2[nH]1)c1ccc2c(c1)OCO2
    i | -29

# High-throughput results deposited in PubChem BioAssay by several laboratories.
